PLK1 PBD block – qHTS for Inhibitors of PLK1-PDB (polo-like kinase 1 - polo-box domain): Primary Screen; Potency, µM, for the others: max response, negative = inhibition, actives largely listed as inhibitors; Serine/threonine-protein kinase PLK1 (Homo sapiens), P53350; Plk1 PBD binding of FITC phosphopeptide, fluorescence polarization; 2.8% of 360,000 active; also: potency is read from the fitted curve at half-maximal effect; series mostly up to about 57 µM; % is scaled to controls: 0 for no effect and ±100 for the full control effect; nearly all actives have a fitted effect of over 65% in size
IL-2 act – qHTS of IL-2 Activators. 0.065% of 360,000 active. activation, % (series mostly up to about 46 µM). IL-2 activation reporter assay, cell-based qHTS; stimulated with anti-CD3/CD4/CD28 beads; in transgenic mouse T cells; in the data active = activation above about 50%; inconclusive = mostly about 30% to 49%; also: 0% is about no effect
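First, unstimulated transgenic mouse T cells were exposed to compound for 60 min. Next, anti-CD3/anti-CD4-coated beads with anti-CD28 were added. Finally, after 18 h at 37 degrees C, EGFP and DsRed were imaged.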
FUS suppressor – qHTS for Suppressors of FUS Proteinopathy: Primary screen using FUS-linked yeast assay; S. cerevisiae FUS-expressing, growth rescue, OD600, 24 h; Potency, µM (top dose mostly 76.6 µM), for inactives: at the top dose growth rescue (activation), most hits filed as activators; 0.24% of 390,000 active; AID 1347120, 2019;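 also: potency is read from the fitted curve at half-maximal effect; plate controls were DMSO vehicle for no effect and reference control for full effect; nearly all actives have a fitted effect of over 55% in size; some results filed as inactive show a strong effect at the top dose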
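Toxicity suppression screen in FUS-yeast. Cells induced with 2% galactose, starting OD 0.005, treated 24hr at 30C with compounds at multiple final concentrations; growth by OD600.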
Abeta yeast res – qHTS for compounds that reverse cellular toxicity of Amyloid beta (A-beta) peptide in yeast: Primary Screen | AID 1347071, 2019 | Potency, µM (highest dose often 46.1 µM), without a hit: at the highest dose growth rescue, hits mostly activators | yeast expressing A-beta42, growth rescue, OD600, 48 h; response scale: 0% DMSO, 100% iron-clioquinol control | 0.063% of 410,000 active; also: potency is read from the fitted curve at half-maximal effect; nearly all actives have a fitted effect of over 55% in size
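Growth rescue measured by 600 nm absorbance after 48 h yeast culture at 30 C with compound. Values normalized between DMSO and an equimolar ferric chloride plus clioquinol control.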
WRN helicase inh – qHTS for Inhibitors of WRN Helicase; Bifunctional 3'-5' exonuclease/ATP-dependent helicase WRN (Homo sapiens), Q14191; 0.46% of 360,000 active; Potency, µM (highest dose often 114 µM), for inactives: at the highest dose activity change, negative = inhibition, most hits filed as inhibitors; AID 651768, 2012; WRN helicase unwinding, fluorescent forked duplex, kinetic; also: potency is read from the fitted curve at half-maximal effect; % is scaled to controls: 0 for no effect and ±100 for the full control effect; nearly all actives have a fitted effect of over 55% in size
Target sequence (Q14191 whole entry, looked up): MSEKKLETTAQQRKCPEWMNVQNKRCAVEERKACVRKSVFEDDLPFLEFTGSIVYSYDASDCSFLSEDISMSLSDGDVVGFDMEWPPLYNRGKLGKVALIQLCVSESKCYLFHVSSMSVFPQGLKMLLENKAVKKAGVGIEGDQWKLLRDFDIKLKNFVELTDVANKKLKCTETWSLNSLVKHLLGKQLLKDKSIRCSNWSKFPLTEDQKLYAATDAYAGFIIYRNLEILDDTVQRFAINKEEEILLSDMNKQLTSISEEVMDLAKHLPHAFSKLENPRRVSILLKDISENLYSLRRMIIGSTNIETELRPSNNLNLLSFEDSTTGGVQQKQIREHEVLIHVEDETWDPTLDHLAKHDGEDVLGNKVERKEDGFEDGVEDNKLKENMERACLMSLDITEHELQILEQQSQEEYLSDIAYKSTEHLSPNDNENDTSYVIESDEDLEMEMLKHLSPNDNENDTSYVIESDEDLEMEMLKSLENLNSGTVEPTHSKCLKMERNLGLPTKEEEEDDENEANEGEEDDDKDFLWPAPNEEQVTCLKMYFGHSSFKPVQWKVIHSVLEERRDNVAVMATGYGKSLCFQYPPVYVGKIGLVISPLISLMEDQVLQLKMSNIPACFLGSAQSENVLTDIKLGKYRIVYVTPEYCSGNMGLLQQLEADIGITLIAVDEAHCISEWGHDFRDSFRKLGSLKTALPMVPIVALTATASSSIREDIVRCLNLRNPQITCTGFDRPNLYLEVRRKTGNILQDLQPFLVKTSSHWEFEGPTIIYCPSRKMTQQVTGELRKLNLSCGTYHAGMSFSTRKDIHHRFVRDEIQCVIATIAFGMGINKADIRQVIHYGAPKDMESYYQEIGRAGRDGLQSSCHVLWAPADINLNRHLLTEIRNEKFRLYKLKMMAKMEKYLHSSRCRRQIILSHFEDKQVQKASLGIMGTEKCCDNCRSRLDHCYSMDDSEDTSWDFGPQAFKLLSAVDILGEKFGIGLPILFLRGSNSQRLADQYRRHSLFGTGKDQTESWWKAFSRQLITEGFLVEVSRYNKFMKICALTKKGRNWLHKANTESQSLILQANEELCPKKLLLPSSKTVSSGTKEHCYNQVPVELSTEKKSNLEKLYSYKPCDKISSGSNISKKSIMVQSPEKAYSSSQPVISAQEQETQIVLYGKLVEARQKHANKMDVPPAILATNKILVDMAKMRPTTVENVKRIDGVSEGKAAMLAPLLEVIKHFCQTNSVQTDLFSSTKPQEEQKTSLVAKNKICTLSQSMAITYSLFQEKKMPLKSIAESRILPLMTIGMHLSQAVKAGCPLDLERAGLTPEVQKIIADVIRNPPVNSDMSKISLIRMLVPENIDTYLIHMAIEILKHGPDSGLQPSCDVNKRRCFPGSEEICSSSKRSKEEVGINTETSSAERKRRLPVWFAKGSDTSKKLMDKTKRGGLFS
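Enzyme (20 nM final) and test compound sit together 15 min at room temperature before substrate addition. Substrate is a single-forked duplex oligonucleotide (100 nM) labelled with fluorophore and quencher, with 2 mM ATP; helicase unwinding raises red fluorescence, read kinetically.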
EPAC1 antag – qHTS for Antagonist of cAMP-regulated guanine nucleotide exchange factor 3 (EPAC1): primary screen; Rap guanine nucleotide exchange factor 3 (Homo sapiens), O95398; EPAC1 GEF assay, Rap1b-BODIPY-GDP exchange fluorescence; Potency, µM (highest dose often 115 µM), for the others: at the top dose activity change, negative = inhibition, actives largely listed as inhibitors; 0.14% of 360,000 active;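 also: potency is read from the fitted curve at half-maximal effect; plate controls were vehicle for no effect and positive control for full effect; nearly all actives have a fitted effect of over 50% in size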
PI5P4Ka inh – qHTS for Inhibitors of phosphatidylinositol 5-phosphate 4-kinase (PI5P4K); Phosphatidylinositol 5-phosphate 4-kinase type-2 alpha (Homo sapiens), P48426; PI5P4Kalpha enzyme, ADP-Glo luminescence, 60 min; stronger effect = lower value; max response, %; 1.2% of 330,000 active; AID 652105, 2013; active = max response of -50% or lower; inconclusive = between -30% and -50%; inactive = -30% or higher; also: value at the top dose of about 77 µM; % is scaled to controls: 0 for no effect and ±100 for the full control effect
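Reactions run in 0.038 M HEPES pH 7.4, 0.28 mM EGTA, 0.1% CHAPS and 5% DMSO, with PI5P4Kalpha, substrate, compound and 5 microM ATP final, one hour at room temperature. Readout is ADP-Glo luminescence.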
EPAC1 agonist – qHTS for Agonist of cAMP-regulated guanine nucleotide exchange factor 3 (EPAC1): primary screen; Rap guanine nucleotide exchange factor 3 (Homo sapiens), O95398; EPAC1 agonist qHTS, biochemical assay; response scale: 100% = response to 6.5 mM cAMP; Potency, µM (doses to about 154 µM), inactives show at the highest dose activation, most hits filed as activators; 0.073% of 360,000 active; also: potency is read from the fitted curve at half-maximal effect; nearly all actives have a fitted effect of over 60% in size
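Multi-concentration qHTS readout: loss of Rap1B-bound BODIPY-GDP fluorescence driven by 100 nM EPAC1 with excess GDP (50 uM), monitored kinetically at room temperature; agonist response expressed relative to 6.5 mM cAMP.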
Starred values were filed as active, the others as inactive; u = inconclusive; x = no result given; [ ] = remark or other dose. Unless noted, calls follow the shape of the dose curve; as a rule, active = well fitted curve in the direction sought with a large enough effect; inconclusive = small, poorly fitted or top-dose-only effect, or another doubt; inactive = no such curve, though single readings can be large; an effect the other way counts as inactive or inconclusive.

1. CCOc1ccccc1CNC(=O)Cn1ccc2cc(S(=O)(=O)N3CCC(C)CC3)ccc21
2. CCN1CC=C2C(C#N)=C(N)C(C#N)(C#N)[C@H](c3cccc(OC)c3OC)[C@H]2C1
3. CC1(C)OC2OC3C(CNCCO)OC(c4ccccc4)OC3C2O1 (stereo not given)
4. Cc1ccc(CN(C(=O)c2cc(=O)c3cc(Cl)c(C)cc3o2)C2CCS(=O)(=O)C2)cc1 (stereo not given)
5. CCN(c1ccccc1)c1nc2nonc2nc1NCCO
6. CCC1CCCCN1CC(=O)Nc1ccc2c(c1)OCCO2 (stereo not given)
7. COc1ccccc1CNC(=O)CCN1C(=O)COc2ccc(C)cc21
8. CCOC(=O)c1sc(NC(=O)C2CCC2)cc1C
9. COc1ccc(OCCOC(=O)CN2C(=O)NC3(CCCC3)C2=O)cc1
10. Cc1cc(NS(=O)(=O)c2ccc(NC(=S)NC(=O)c3ccc(C(C)(C)C)cc3)cc2)no1

Screen / compound no.,1,2,3,4,5,6,7,8,9,10
PLK1 PBD block,1%,u,2%,-3%,-12%,-14%,0%,-18%,-6%,u
IL-2 act,-4.5,-1.0,-4.0,-1.2,-0.3,-0.3,0.6,0.7,-2.1,1.7
FUS suppressor,33%,18%,x,u,9%,3%,18%,-24%,6%,x
Abeta yeast res,10%,8%,10%,3%,4%,1%,16%,-12%,-19%,-1%
WRN helicase inh,-7%,0%,10%,0%,-4%,2%,-5%,1%,-20%,-16%
EPAC1 antag,4%,6%,7%,-9%,3%,-11%,8%,-16%,-7%,-6%
PI5P4Ka inh,3,x,-8,x,-1,-4,0,2,4,1
EPAC1 agonist,-9%,23%,-7%,-7%,11%,3%,1%,-15%,-3%,4%

11. CC1(C)SC2c3ccccc3C(=O)N2[C@@H]1C(=O)NCc1ccco1 (stereo not given in full)
12. CCCCN(C=O)c1c(CC)nc2c(OCc3cc(Cl)cc(Cl)c3)cccn12
13. Cc1ccc2cc([N+](=O)[O-])ccc2n1
14. Cc1ccc(S(=O)(=O)NCc2cccnc2)cc1
15. Cc1cc(-n2cccn2)ccc1CN1CCN(CC(C)C)C(CCO)C1 (stereo not given)
16. COc1ccc(C)cc1S(=O)(=O)NCCC1=CCCCC1
17. Cc1cc(C)c(C#N)c(SCC(=O)NC(C)(C)C)n1
18. Cc1ccc(S(=O)(=O)Nc2ccc3c(c2)CC(=O)N([C@H](C)CO)C[C@H](C)[C@H](CN(C)Cc2ccc4c(c2)OCO4)O3)cc1
19. CCc1sc(N(C(=O)Cc2ccccc2)c2ccc(F)cc2)nc1-c1ccccc1
20. Cc1cccc(-n2cnc(C(=O)N3CCN(C)CC3)c2)n1

Screen / compound no.,11,12,13,14,15,16,17,18,19,20
PLK1 PBD block,-6%,-4%,-2%,-6%,-8%,-1%,4%,-10%,-2%,-8%
IL-2 act,-0.4,-0.8,-0.1,0.5,-2.4,-3.4,-3.4,-2.8,-0.8,-5.4
FUS suppressor,1%,u,-13%,-5%,-33%,30%,-19%,7%,-32%,-13%
Abeta yeast res,14%,6%,5%,-19%,6%,-22%,20%,0%,12%,-18%
WRN helicase inh,-21%,-16%,-4%,-14%,-2%,-4%,2%,-2%,6%,3%
EPAC1 antag,-3%,-25%,3%,0%,-10%,1%,5%,-10%,-10%,-2%
PI5P4Ka inh,5,-27,-3,-1,6,x,-6,4,-1,4
EPAC1 agonist,16%,-12%,8%,7%,-5%,-1%,-8%,-16%,9%,9%

The last four entries of the part before open the next one:
17. Cc1cc(C)c(C#N)c(SCC(=O)NC(C)(C)C)n1
18. Cc1ccc(S(=O)(=O)Nc2ccc3c(c2)CC(=O)N([C@H](C)CO)C[C@H](C)[C@H](CN(C)Cc2ccc4c(c2)OCO4)O3)cc1
19. CCc1sc(N(C(=O)Cc2ccccc2)c2ccc(F)cc2)nc1-c1ccccc1
20. Cc1cccc(-n2cnc(C(=O)N3CCN(C)CC3)c2)n1
21. COC(=O)C1CCN(C(=O)c2sc3nc(-c4ccc(F)cc4)cn3c2C)CC1
22. Cn1ccsc1=NC(=O)c1ccc(Cl)c([N+](=O)[O-])c1
23. CC(=O)Nc1ccc(C)c(NS(=O)(=O)c2cccc(C(F)(F)F)c2)c1
24. COc1ccc(CCN2C(=O)c3ccncc3C2=O)cc1OC
25. CCCCC[C@H](C)N1C[C@H](COCc2ccccc2)Oc2cc(N3CCC[C@H]3COC)ccc2S1(=O)=O
26. CC(=O)c1c(C)[nH]c(C(=O)N2CCN(S(=O)(=O)c3ccc(F)c(F)c3)CC2)c1C
27. CC(C)CCNC(=O)C1CCN(S(=O)(=O)c2ccc3c(c2)CCC(=O)N3)CC1
28. Cc1cc(S(=O)(=O)N2CCCCC2CCNC(=O)C(=O)NC2CC2)ccc1F (stereo not given)
29. CC1(C(=O)Nc2ccc3c(c2)OCCO3)CCN1C(=O)Cc1ccc(-c2ccccc2)cc1 (stereo not given)
30. O=C(COC(=O)CCCN=C1NS(=O)(=O)c2ccccc21)NC(=O)NC1CCCC1

Screen / compound no.,17,18,19,20,21,22,23,24,25,26,27,28,29,30
PLK1 PBD block,4%,-10%,-2%,-8%,-2%,2%,-5%,-1%,5%,-6%,-4%,-5%,-5%,-1%
IL-2 act,-3.4,-2.8,-0.8,-5.4,3.6,0.1,-0.2,-0.5,-0.1,-3.5,-2.3,-0.3,0.7,1.3
FUS suppressor,-19%,7%,-32%,-13%,u,-9%,8%,-12%,15%,6%,-5%,14%,u,13%
Abeta yeast res,20%,0%,12%,-18%,2%,-10%,5%,6%,-6%,-7%,11%,-3%,-7%,-3%
WRN helicase inh,2%,-2%,6%,3%,0%,-14%,-26%,-6%,5%,-1%,-3%,-18%,-5%[57.1 µM],-9%
EPAC1 antag,5%,-10%,-10%,-2%,5%,12%,4%,-5%,-16%,-12%,-4%,-4%,-3%,4%
PI5P4Ka inh,-6,4,-1,4,x,-2,7,2,7,7,1,3,12,3
EPAC1 agonist,-8%,-16%,9%,9%,0%,2%,4%,10%,-7%,7%,3%,-2%,8%,-3%

31. O=C(CSc1ccccn1)N1CCN(c2ccccc2)CC1
32. CC(=O)Nc1ccc(O)c(-c2nc3ccccc3s2)c1
33. O=C(CNC(=O)c1ccc(Cl)c([N+](=O)[O-])c1)OC1CCCCC1=O (stereo not given)
34. N#CCC(=O)Nc1ccc(C(=O)NNC(=S)NC2CC2)cc1
35. C=CC(=O)NC(NC(=O)C=C)c1ccc(Br)cc1
36. O=C(O)c1ccc(N/N=C/c2cn(Cc3ccc(F)cc3)c3ccccc23)cc1
37. CCOc1ccc(/C=C/C(=O)c2c(O)c3ccccc3oc2=O)cc1
38. Cc1ccccc1OCCSc1nc2ncnc(N)c2[nH]1
39. CC(=O)c1ncnn1CC(=O)c1ccc(Cl)cc1Cl
40. CC1CCN(C(=O)Cn2nc(C(F)(F)F)c3c2CCCC3)CC1

Screen / compound no.,31,32,33,34,35,36,37,38,39,40
PLK1 PBD block,21µM*,0%,0%,-15%,-7%,24µM*,-12%,-14%,-5%,-8%
IL-2 act,-3.6,-1.2,0.7,-0.2,-1.1,-1.6,1.1,-0.9,-3.6,-1.8
FUS suppressor,-12%,0%,20%,36%,14%,32%,x,-16%,1%,34%
Abeta yeast res,-1%,-3%,-1%,-5%,28%,-10%,10%,6%,1%,-3%
WRN helicase inh,-3%,4%,-33%,-11%,6%,-22%,-28%,-4%,-15%,4%
EPAC1 antag,0%,7%,-10%,-26%,13%,u,43%[activator],2%,11%,10%
PI5P4Ka inh,x,6,3,1,0,u,-6,-8,x,x
EPAC1 agonist,-3%,1%,-3%,-15%,9%,17%,100µM*,8%,2%,1%

41. CCOC(=O)C1=C[C@@H](C)N(S(=O)(=O)c2ccc(C)cc2)[C@H]1c1ccccc1
42. CC1(C(=O)NCc2cccc(Cl)c2)Cc2c(-c3ccc(C(N)=O)cc3)ccnc2O1 (stereo not given)
43. CCCCn1c(N)c(N(CCOC)C(=O)CSCc2cccc(C)c2)c(=O)[nH]c1=O
44. O=C(CN(c1ccccc1F)S(=O)(=O)c1ccccc1)Nc1ccccc1C(=O)N1CCOCC1
45. CC(=O)N1c2ccc(S(=O)(=O)N3CCC(C(=O)NCCc4ccc(Cl)cc4)CC3)cc2CC1C (stereo not given)
46. Cc1cccc2c1nc(-c1ccccc1)n1nnnc21
47. COc1cc2c(C(=O)N3CCCc4ccccc43)cn(C)c(=O)c2cc1OC

Screen / compound no.,41,42,43,44,45,46,47
PLK1 PBD block,-2%,-15%,-17%,-9%,-9%,-4%,-14%
IL-2 act,-0.7,0.6,-1.6,-4.2,-4.3,1.1,-1.4
FUS suppressor,35%,19%,4%,7%,2%,15%,10%
Abeta yeast res,-10%,-5%,5%,-19%,8%,-17%,-1%
WRN helicase inh,-8%,-8%,6%,-3%,1%,-2%,-1%
EPAC1 antag,-21%,-18%,-11%,-12%,u,3%,2%
PI5P4Ka inh,1,2,1,0,3,x,0
EPAC1 agonist,-4%,-2%,9%,14%,4%,3%,6%
